Rv3671c inh: Rv3671c (M. tuberculosis) protease inhibition. 320,000 compounds, 0.048% hits. inhibition, % at 5.96 µM; in the data active = inhibition above about 38%;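 also: extracellular domain of Rv3671c used as enzyme; 0% = enzyme with DMSO and 100% = no enzyme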
Target sequence (P9WHR9 whole entry, looked up, the tested form may be a part): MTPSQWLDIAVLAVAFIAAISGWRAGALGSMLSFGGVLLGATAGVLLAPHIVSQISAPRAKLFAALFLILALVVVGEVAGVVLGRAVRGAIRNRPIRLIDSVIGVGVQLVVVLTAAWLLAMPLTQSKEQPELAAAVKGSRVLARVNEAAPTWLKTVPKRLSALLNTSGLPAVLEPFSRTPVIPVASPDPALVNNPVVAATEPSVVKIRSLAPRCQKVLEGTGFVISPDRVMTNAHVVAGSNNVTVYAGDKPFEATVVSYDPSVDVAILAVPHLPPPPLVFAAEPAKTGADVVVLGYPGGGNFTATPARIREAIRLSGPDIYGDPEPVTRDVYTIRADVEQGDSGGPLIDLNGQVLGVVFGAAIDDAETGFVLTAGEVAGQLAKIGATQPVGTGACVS
GDH-TPI counter: GDH-TPI coupled enzyme inhibition counter-screen. GDH-TPI coupled enzyme counterscreen, NADH absorbance. inhibition, % at 4.8 µM. 360,000 compounds, 1.2% hits. AID 588335;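 also: 0% = DMSO wells and 100% = wells lacking the enzyme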
BoNT-F LC inh: inhibitors of Botulinum neurotoxin F light chain protease; 360,000 compounds, 0.22% hits; Multiplex microsphere protease cleavage assay, flow cytometry; inhibition, % at 10 µM; in the data active = inhibition above about 35%, passing the limit was not always enough; also: plate controls were buffer without enzyme for full effect and enzyme alone for no effect
DUSP3 inh: inhibitors of human VHR1 phosphatase (DUSP3); recombinant VHR phosphatase, pNPP absorbance; inhibition, % at 13.3 µM; 290,000 compounds, 0.52% hits; AID 1654; in the data active = inhibition above about 50%; also: some compounds called inactive have numbers as strong as hits
Target sequence (P51452 whole entry, looked up): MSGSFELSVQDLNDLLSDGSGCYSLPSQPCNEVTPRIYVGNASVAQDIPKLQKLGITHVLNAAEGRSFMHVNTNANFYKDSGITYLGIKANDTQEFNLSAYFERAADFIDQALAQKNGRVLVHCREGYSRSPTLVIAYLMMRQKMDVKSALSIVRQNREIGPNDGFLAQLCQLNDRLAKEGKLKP
BioA inh: blocks M. tuberculosis BioA enzyme activity; AID 602481; purified M. tuberculosis BioA enzyme, plate reader; inhibition, % at 9.99 µM; 360,000 compounds, 0.096% hits; in the data active = inhibition above about 40%
CCHF vOTU inh: CCHFV vOTU protease inhibition. Pep-AMC fluorescence. inhibition, % at 11.5 µM. 370,000 compounds, 0.55% hits; also: 0% = vehicle wells with enzyme and 100% = no enzyme wells
MazF activator: increases E. coli MazEF RNase cleavage of RNA; P0AE70; FAM/BHQ RNA-DNA oligo cleavage fluorescence, 5 h; activation, % at 20 µM; 350,000 compounds, 0.32% hits; AID 504720; in the data active = activation above about 50%
FadD28 binding: inhibitors of Mycobacterium tuberculosis FadD28 bisubstrate binding | FadD28 bisubstrate probe binding, fluorescence polarization | inhibition, % at 12.5 µM | 360,000 compounds, 0.22% hits | AID 588549; in the data active = inhibition above about 8.5%, passing the limit was not always enough
Mtb UGM inh: blocks M. tuberculosis UGM enzyme; purified UGM, fluorescence polarization probe displacement; inhibition, % at 10 µM; 320,000 compounds, 0.06% hits; in the data active = inhibition above about 10%, passing the limit was not always enough
Mtb FBA inh: inhibitors of M. tuberculosis fructose-bisphosphate aldolase; P9WQA3; purified M. tuberculosis FBA, fluorescence read-out; 360,000 compounds, 2.3% hits; AID 588726; inhibition, % at 1 µM; in the data active = inhibition above about 27%;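 also: 0% = vehicle and 100% = reference inhibitor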
Target sequence (P9WQA3 whole entry, looked up): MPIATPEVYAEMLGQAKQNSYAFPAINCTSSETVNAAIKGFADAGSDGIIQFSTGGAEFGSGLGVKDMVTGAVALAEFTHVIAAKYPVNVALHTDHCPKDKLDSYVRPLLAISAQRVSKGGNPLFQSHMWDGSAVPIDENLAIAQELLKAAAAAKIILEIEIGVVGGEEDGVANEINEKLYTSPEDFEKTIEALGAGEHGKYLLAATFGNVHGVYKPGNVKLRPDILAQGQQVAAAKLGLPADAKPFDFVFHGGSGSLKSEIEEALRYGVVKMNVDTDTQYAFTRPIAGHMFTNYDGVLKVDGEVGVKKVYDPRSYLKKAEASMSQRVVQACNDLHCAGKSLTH
* hit, by the source's call. Rule as the data show it, unless noted: active = inhibition above about 30%; inactive = the rest.

For O=C(O)CNC(=O)c1ccc(NC(=O)/C(=C/c2ccccc2)NC(=O)c2ccccc2Br)cc1 the results were GDH-TPI counter 6, BoNT-F LC inh -21, DUSP3 inh -28, BioA inh -1.3, CCHF vOTU inh 5, MazF activator 11, FadD28 binding -5.4, Mtb UGM inh -0.4 and Mtb FBA inh 1.
Screening O=C(NC1CCS(=O)(=O)C1)C1C2CC3CC(C2)CC1C3 (stereo not drawn) returned Rv3671c inh 4, GDH-TPI counter -6, BoNT-F LC inh 1, DUSP3 inh -6, CCHF vOTU inh -6, MazF activator -3, FadD28 binding -3.7, Mtb UGM inh 3.7 and Mtb FBA inh -5.
Cc1nn(C)c(Cl)c1CN1CCCC(CO)(Cc2cccc(Cl)c2)C1 (stereo not drawn) was read as Rv3671c inh -9, GDH-TPI counter 1, BoNT-F LC inh 0, DUSP3 inh 21, CCHF vOTU inh 3, MazF activator -5, FadD28 binding -1.7, Mtb UGM inh 1.3 and Mtb FBA inh -3.
Screening CC(NC(=O)Nc1ccccc1)C(c1ccccc1)N1CCOCC1 (stereo not drawn) returned Rv3671c inh 5, GDH-TPI counter 2, BoNT-F LC inh 1, DUSP3 inh 0, BioA inh -0.3, CCHF vOTU inh 1, MazF activator -3, FadD28 binding -3.8, Mtb UGM inh -1.3 and Mtb FBA inh 0.
For CCOc1cc(C)c(Cl)cc1S(=O)(=O)NCCOC the results were Rv3671c inh -8, GDH-TPI counter 4, BoNT-F LC inh 1, DUSP3 inh 42, CCHF vOTU inh -6, MazF activator 3, FadD28 binding -1.9, Mtb UGM inh 0.5 and Mtb FBA inh 2.
Screening Oc1ccc(-c2cn3c(n2)SCC3)cc1 returned Rv3671c inh -8, GDH-TPI counter 3, BoNT-F LC inh -7, DUSP3 inh 12, BioA inh 0.6, CCHF vOTU inh -2, MazF activator -6, FadD28 binding -0.2, Mtb UGM inh 2.4 and Mtb FBA inh 4.
Cc1ccc2c(c1)C1CC(C)(O2)N(c2cccc(C(=O)NCc3ccccn3)c2)C(=O)N1 (stereo not drawn) was read as Rv3671c inh -1, GDH-TPI counter 5, BoNT-F LC inh -6, DUSP3 inh 18, BioA inh 0.8, CCHF vOTU inh 0, MazF activator 0, FadD28 binding -2.7, Mtb UGM inh -1.4 and Mtb FBA inh 3.
`COc1ccccc1N1CCN(C(=O)c2c(-c3ccccc3)noc2C)CC1` gave Rv3671c inh 4, GDH-TPI counter -3, BoNT-F LC inh -9, DUSP3 inh -6, BioA inh -0.3, CCHF vOTU inh 9, MazF activator -1, FadD28 binding -0.8, Mtb UGM inh 0.2 and Mtb FBA inh 4.
Screening COc1cccc(CN(C)C(=O)CCc2nnc(-c3ccsc3)o2)c1 returned Rv3671c inh 0, GDH-TPI counter 4, BoNT-F LC inh -6, DUSP3 inh 1, CCHF vOTU inh 4, MazF activator 4, FadD28 binding 2.5, Mtb UGM inh 6.2 and Mtb FBA inh -1.
For OCCCN=c1cc(-c2ccccc2)oc2ccc(Cl)cc12 the results were Rv3671c inh 3, GDH-TPI counter 49*, BoNT-F LC inh 1, DUSP3 inh 13, CCHF vOTU inh 24, MazF activator -1, FadD28 binding -4.2, Mtb UGM inh -1.2 and Mtb FBA inh 0.
Cc1cc(C)c2nc(N3C(=O)C(O)=C(C(=O)c4ccco4)C3c3ccco3)sc2c1 (stereo not drawn) was read as Rv3671c inh -17, GDH-TPI counter 8, BoNT-F LC inh 3, DUSP3 inh 26, BioA inh 0.9, CCHF vOTU inh 27, MazF activator -14, FadD28 binding -11, Mtb UGM inh 0.1 and Mtb FBA inh 3.
Screening CC(C)OC(=O)CSc1nnc(-c2cnccn2)n1C returned Rv3671c inh 2, GDH-TPI counter 9, BoNT-F LC inh -3, DUSP3 inh 0, CCHF vOTU inh -15, MazF activator 4, FadD28 binding -0.2, Mtb UGM inh 3.0 and Mtb FBA inh 0.
For COc1ccccc1N1CCN(C(CNS(C)(=O)=O)c2cccnc2)CC1 (stereo not drawn) the results were Rv3671c inh -9, GDH-TPI counter -7, BoNT-F LC inh -11, DUSP3 inh 0, BioA inh -0.7, CCHF vOTU inh -6, MazF activator -5, FadD28 binding -4.1, Mtb UGM inh 1.2 and Mtb FBA inh 1.
COc1cccc(C(=O)OCC(=O)c2c(N)n(C)c(=O)n(C)c2=O)c1 was read as Rv3671c inh -7, GDH-TPI counter 4, BoNT-F LC inh 1, BioA inh -1.5, CCHF vOTU inh 3, MazF activator 0, FadD28 binding -2.2, Mtb UGM inh 0.2 and Mtb FBA inh -1.
Screening O=C(CSc1ncccn1)NC(=O)NCc1ccccc1 returned Rv3671c inh -22, GDH-TPI counter 11, BoNT-F LC inh -5, DUSP3 inh 8, BioA inh -1.5, CCHF vOTU inh 8, MazF activator 3, FadD28 binding 1.4, Mtb UGM inh 0.1 and Mtb FBA inh -1.
Cc1cc(C(=O)COC(=O)c2ccncc2)c(C)n1CCc1ccc(F)cc1 was read as Rv3671c inh 4, GDH-TPI counter 5, BoNT-F LC inh -8, DUSP3 inh 20, CCHF vOTU inh 7, MazF activator 13, FadD28 binding -3.7, Mtb UGM inh -1.0 and Mtb FBA inh 2.
Screening COc1ccc(CCN(C)C(=O)c2ccc(COc3ccccc3)o2)cc1OC returned Rv3671c inh 1, GDH-TPI counter 6, BoNT-F LC inh -2, DUSP3 inh 6, BioA inh 3.1, CCHF vOTU inh 13, MazF activator -4, FadD28 binding -1.1, Mtb UGM inh 5.5 and Mtb FBA inh -1.
Screening COc1ccc(S(=O)(=O)NCCc2ccccc2)cc1 returned Rv3671c inh -7, GDH-TPI counter 6, BoNT-F LC inh -2, DUSP3 inh 28, BioA inh -1.3, CCHF vOTU inh -2, MazF activator -6, FadD28 binding -2.2, Mtb UGM inh -1.4 and Mtb FBA inh 6.
COc1ccc(C(=O)NCC(=O)N2CCC(Cc3ccccc3)CC2)cc1OC was read as GDH-TPI counter 5, BioA inh 3.8, CCHF vOTU inh -1, MazF activator -2, FadD28 binding -2.6 and Mtb FBA inh 1.
Cc1ccc(C=C2C(=O)c3ccccc3C2=O)s1 was read as Rv3671c inh -136, GDH-TPI counter 11, BoNT-F LC inh 4, DUSP3 inh 13, BioA inh -2.3, CCHF vOTU inh 3, MazF activator 9, FadD28 binding -0.6, Mtb UGM inh -3.0 and Mtb FBA inh -6.
CN1CCN(C(=S)c2ccc(N(C)C)cc2)CC1 was read as Rv3671c inh -4, GDH-TPI counter 20, BoNT-F LC inh -3, DUSP3 inh 37, BioA inh -2.8, CCHF vOTU inh 0, MazF activator 13, FadD28 binding -0.7, Mtb UGM inh -6.5 and Mtb FBA inh 3.
For CN(C)C1=NCCN1CCCC1CCCCC1 the results were Rv3671c inh 2, GDH-TPI counter 0, BoNT-F LC inh -1, BioA inh -0.5, CCHF vOTU inh -7, MazF activator 6, FadD28 binding -1.9, Mtb UGM inh -2.4 and Mtb FBA inh 0.
`Nc1nc(N)c2ncc(C(=O)CCc3ccccc3)nc2n1` gave Rv3671c inh -5, GDH-TPI counter 10, BoNT-F LC inh -8, DUSP3 inh 3, BioA inh -1.7, CCHF vOTU inh -8, MazF activator 19, FadD28 binding 1.0, Mtb UGM inh 3.6 and Mtb FBA inh 11.
O=S(=O)(c1ccccc1)C1Cc2ccccc2C1Cl (stereo not drawn) was read as Rv3671c inh -5, GDH-TPI counter -4, BioA inh 0.6, CCHF vOTU inh -1, MazF activator 13, FadD28 binding -2.6, Mtb UGM inh -2.5 and Mtb FBA inh 3.
O=C1CC(Nc2ccc3ccccc3c2)C(=O)N1Cc1ccccc1 (stereo not drawn) was read as Rv3671c inh 2, GDH-TPI counter 13, BoNT-F LC inh -7, DUSP3 inh 23, CCHF vOTU inh 6, MazF activator 0, FadD28 binding -0.6, Mtb UGM inh 1.7 and Mtb FBA inh -7.
CCC(Oc1ccccc1)C(=O)Nc1nnc(C)s1 (stereo not drawn) was read as Rv3671c inh -3, GDH-TPI counter 4, BoNT-F LC inh -1, DUSP3 inh 7, BioA inh -0.9, CCHF vOTU inh -8, MazF activator -5, FadD28 binding 2.7, Mtb UGM inh 4.5 and Mtb FBA inh 1.
CCOC(=O)C(NC(C)=O)C(OC(C)=O)c1cccc(N(CCO)CCO)c1 (stereo not drawn) was read as Rv3671c inh -2, GDH-TPI counter -8, BoNT-F LC inh 1, DUSP3 inh 14, BioA inh 0.4, CCHF vOTU inh 6, MazF activator 6, FadD28 binding 0.9, Mtb UGM inh -0.5 and Mtb FBA inh 9.
Screening COc1ccc(CCC(=O)Nc2ccc(S(=O)(=O)NC3=NCCCCC3)cc2)cc1 returned GDH-TPI counter -6, BoNT-F LC inh -3, BioA inh -0.5, CCHF vOTU inh -13, MazF activator 7, FadD28 binding -3.4 and Mtb FBA inh -1.
`COc1ccc(N(CC(=O)NCCC2=CCCCC2)S(=O)(=O)c2ccccc2)cc1OC` gave Rv3671c inh 0, GDH-TPI counter 3, BoNT-F LC inh -3, DUSP3 inh 30, BioA inh 0.5, CCHF vOTU inh 8, MazF activator -11, FadD28 binding -0.2, Mtb UGM inh -2.4 and Mtb FBA inh 1.
CCOC(=O)N1CCN(C(=O)c2ccc(Cn3c(=S)[nH]c4cc(OCC)c(OCC)cc4c3=O)cc2)CC1 was read as Rv3671c inh 5, GDH-TPI counter 0, BoNT-F LC inh 5, DUSP3 inh 32, BioA inh -0.6, CCHF vOTU inh -14, MazF activator 11, FadD28 binding -3.6, Mtb UGM inh -0.7 and Mtb FBA inh -2.
Cc1ccc(C(=O)NC2CC3CCCC(C2)N3C(=S)NCc2ccco2)cc1 (stereo not drawn) was read as Rv3671c inh 7, GDH-TPI counter -5, BoNT-F LC inh 2, DUSP3 inh 3, BioA inh -0.9, CCHF vOTU inh 8, MazF activator -11, FadD28 binding 0.0, Mtb UGM inh -0.4 and Mtb FBA inh 0.
CCCn1c(=O)[nH]c(=O)c2c1nc(-c1ccc(OC)c(Br)c1)n2CCOC was read as Rv3671c inh -6, GDH-TPI counter -4, BoNT-F LC inh -4, DUSP3 inh 30, CCHF vOTU inh -2, MazF activator -2, FadD28 binding -1.4, Mtb UGM inh -3.0 and Mtb FBA inh 1.
For CC(C)c1ccc(NC(=O)COc2ccc(S(=O)(=O)N3CCOCC3)cc2)cc1 the results were Rv3671c inh 1, GDH-TPI counter 7, BoNT-F LC inh -3, DUSP3 inh -6, BioA inh -0.6, CCHF vOTU inh -13, MazF activator -3, FadD28 binding -1.9, Mtb UGM inh 0.6 and Mtb FBA inh 0.
